RGS4 inh: blocks human RGS4-accelerated GTP hydrolysis; Transcreener GDP fluorescence polarization, RGS4-accelerated GTP hydrolysis; Potency, µM (titrated, usually from 114 µM), for inactives: top-dose activity change, negative = inhibition, actives largely listed as inhibitors; hit rate 0.039% among 390,000; also: % is scaled to controls: 0 for no effect and ±100 for the full control effect; nearly all actives have a fitted effect of over 75% in size; some results filed as inactive show a strong effect at the top dose
Target sequence (P49798 whole entry, looked up): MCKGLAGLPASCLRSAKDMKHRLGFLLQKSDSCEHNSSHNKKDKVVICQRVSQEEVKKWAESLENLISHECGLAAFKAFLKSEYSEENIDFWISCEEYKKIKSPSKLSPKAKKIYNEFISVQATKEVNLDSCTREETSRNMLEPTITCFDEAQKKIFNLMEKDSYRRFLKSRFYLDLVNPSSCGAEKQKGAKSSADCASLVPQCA
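MLSMR compounds (23 nl, pin-transferred) preincubated 10 min at room temperature with a 500nM (2x) first reagent, then RGS4 at 900nM (2x) plus Transcreener GDP mix added; fluorescence polarization (620/688 nm) read before and after 90 min at 30 °C.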
mIDH1 inhibitor: human IDH1 R132H inhibition; O75874; Potency, µM (top dose mostly 76.6 µM), for the others: at the top dose activity change, negative = inhibition, actives largely listed as inhibitors; IDH1-R132H enzyme, NADPH consumption, diaphorase/resazurin fluorescence; hit rate 0.093% among 390,000; also: % is scaled to controls: 0 for no effect and ±100 for the full control effect; nearly all actives have a fitted effect of over 65% in size
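IDH1-R132H (0.5 ug/mL) preincubated 30 min with compound, then NADPH (0.016 mM) and alpha-KG (2 mM) added; 80 min at RT, pH 7.5. Remaining NADPH coupled via diaphorase/resazurin to fluorescence (540/590 nm); concentration-response curves normalized to no-enzyme control.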
Vif-A3G inh: blocks the Vif interaction with human APOBEC3G; HeLa A3G-eYFP + Vif (tagged APOBEC3G with the HIV-1 protein that degrades it), YFP fluorescence, overnight; Potency, µM (highest dose often 46.1 µM), for the others: at the highest dose activity, negative = active, hits mostly inhibitors; hit rate 0.076% among 410,000;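 also: % is scaled to controls: 0 for no effect and ±100 for the full control effect; nearly all actives have a fitted effect of over 60% in size; hits raise eYFP signal because A3G escapes Vif-driven loss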
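HeLa cells stably expressing Vif and C-terminally eYFP-tagged A3G, seeded overnight at 37 deg C, then exposed to compound by pintool overnight at 37 deg C. Rise in yellow fluorescence (Ex 488/Em 500-530, Acumen) marks blocked Vif-driven A3G degradation.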
Vif-APOBEC3F blk: Vif-A3F binding inhibition; HeLa A3F-eYFP + Vif (tagged APOBEC3F with the HIV-1 protein that degrades it), YFP fluorescence increase; Potency, µM (doses to about 46.1 µM), for inactives: top-dose activity, negative = active; hit rate 0.2% among 390,000; AID 602313; also: % of control where 0% means no effect; nearly all actives have a fitted effect of over 65% in size
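HeLa cells stably expressing A3F-eYFP plus Vif, plated and incubated overnight at 37 deg C, then exposed to compounds overnight at 37 deg C. Blocked degradation read as raised yellow fluorescence (Ex 488/Em 500-530).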
TrxR1 inh: rat TrxR1 inhibition | hit rate 1% among 390,000 | O89049 | recombinant rTrxR1, NADPH fluorescence consumption, selenite substrate | Potency, µM (top dose mostly 114 µM), inactives show at the top dose activity change, negative = inhibition, hits mostly inhibitors; also: % is scaled to controls: 0 for no effect and ±100 for the full control effect; nearly all actives have a fitted effect of over 65% in size
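Rat TrxR1 (90 nM in the dispensed reagent) was pre-reduced with 400 uM NADPH for 5 min at room temperature, then incubated with compound for 15 min. After 400 uM selenite was added, NADPH fluorescence (Ex 340/Em 450 nm) was followed for 8 min.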
RXFP1 ag: RXFP1 (human) receptor agonism | Potency, µM (series often up to 57.5 µM), for the others: top-dose activation, actives largely listed as activators | Q9HBX9 | HEK293T-RXFP1 cAMP TR-FRET, 30 min; response scale: percent of porcine relaxin response, buffer zero | hit rate 0.3% among 370,000 | AID 2676; also: % is scaled to controls: 0 for no effect and ±100 for the full control effect; nearly all actives have a fitted effect of over 60% in size; many of its hits are not listed in these tables
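Agonist response is measured as cAMP accumulation in an RXFP1-transfected HEK293T line under PDE4 inhibition. Values are scaled between buffer-only and 29 nM porcine relaxin, and EC50s come from standard Hill equation fits.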
USP1-UAF1 inh: USP1/UAF1 (human) deubiquitinase inhibition; O94782; recombinant USP1/UAF1, Ub-Rhodamine cleavage fluorescence; Potency, µM (titrated, usually from 57.1 µM), without a hit: at the highest dose activity change, negative = inhibition, hits mostly inhibitors; hit rate 0.23% among 390,000; AID 743255; also: % is scaled to controls: 0 for no effect and ±100 for the full control effect; nearly all actives have a fitted effect of over 60% in size; inactives centre near -12
Target sequence (O94782 whole entry, looked up): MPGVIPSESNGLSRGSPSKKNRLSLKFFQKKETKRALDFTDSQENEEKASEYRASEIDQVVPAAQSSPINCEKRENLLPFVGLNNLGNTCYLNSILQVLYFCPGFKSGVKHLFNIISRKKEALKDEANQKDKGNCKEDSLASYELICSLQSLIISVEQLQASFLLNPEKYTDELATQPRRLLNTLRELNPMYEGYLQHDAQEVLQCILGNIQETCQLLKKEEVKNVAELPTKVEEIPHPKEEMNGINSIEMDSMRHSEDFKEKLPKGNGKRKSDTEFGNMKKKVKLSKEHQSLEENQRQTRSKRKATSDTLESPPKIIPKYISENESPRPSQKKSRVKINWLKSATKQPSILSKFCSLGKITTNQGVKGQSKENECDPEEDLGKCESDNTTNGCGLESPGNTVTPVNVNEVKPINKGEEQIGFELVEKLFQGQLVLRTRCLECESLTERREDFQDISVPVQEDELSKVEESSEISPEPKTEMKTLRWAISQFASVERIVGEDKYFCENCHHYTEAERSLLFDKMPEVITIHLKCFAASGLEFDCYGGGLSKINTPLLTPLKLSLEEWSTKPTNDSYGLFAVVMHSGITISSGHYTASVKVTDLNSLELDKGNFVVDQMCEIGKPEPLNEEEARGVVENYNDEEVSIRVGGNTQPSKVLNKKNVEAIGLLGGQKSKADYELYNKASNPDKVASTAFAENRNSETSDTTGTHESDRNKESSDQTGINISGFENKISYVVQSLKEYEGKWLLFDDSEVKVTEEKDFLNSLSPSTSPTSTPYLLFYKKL
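Step one: compound is pinned into 1nM USP1/UAF1 in HEPES pH 7.8 buffer with TCEP. Step two: 15 min room-temperature incubation. Step three: Ub-Rho (150nM final) starts cleavage, tracked by fluorescence over six one-minute reads.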
TrxR1 substrate: substrates of rat thioredoxin reductase 1. purified TrxR1 substrate turnover, NADPH consumption readout. Potency, µM (doses to about 114 µM), for the others: at the top dose activity change, negative = substrate turnover. hit rate 0.01% among 390,000. AID 588456; also: % is scaled to controls: 0 for no effect and ±100 for the full control effect; nearly all actives have a fitted effect of over 50% in size
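Rat TrxR1, dispensed at 90 nM, was prereduced with 400 uM NADPH (final) for 5 min at ~22 deg C, then incubated with compound 15 min before 400 uM selenite. A first-read NADPH fluorescence drop versus no-compound background flagged substrates.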
ALOX12 inh: ALOX12 (human) lipoxygenase inhibition; Potency, µM (series often up to 108 µM), for inactives: at the highest dose activity change, negative = inhibition, most hits filed as inhibitors; P18054; purified 12hLO, xylenol orange hydroperoxide absorbance; hit rate 1.1% among 580,000; also: % is scaled to controls: 0 for no effect and ±100 for the full control effect
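Purified human 12hLO (150 nM final) in 25 mM Hepes, 0.01% Triton X-100, pH 7.0 was preincubated 15 min at room temperature with compound. Then 40 uM arachidonic acid was added, 30 min. Hydroperoxide was read by Fe-XO absorbance ratio 573/405 nm.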
* = called active by the depositor; ? = inconclusive; · = not tested or not shown; [ ] = another dose, or the depositor's remark. Calls follow the shape of the dose curve; as a rule, active = well fitted curve in the direction sought with a large enough effect; inconclusive = small, poorly fitted or top-dose-only effect, or another doubt; inactive = no such curve, though single readings can be large; an effect the other way counts as inactive or inconclusive. Potency is read from the fitted curve at half-maximal effect.

smiles,RGS4 inh,mIDH1 inhibitor,Vif-A3G inh,Vif-APOBEC3F blk,TrxR1 inh,RXFP1 ag,USP1-UAF1 inh,TrxR1 substrate,ALOX12 inh
NS(=O)(=O)c1ccc(NN=C2CCCCC2)c([N+](=O)[O-])c1,-13%,-8%,2%,5%,2%,0.1%,-8%,-7%,-29%
O=C(O)CSCC(=O)Nc1ccc(-c2nc3ccccc3s2)cc1,?,1%,-16%,-14%,-10%,7.6%,-24%,161%[activator],?
Cc1ccc(CNC(=O)C2CC3Cn4c(nc5ccccc54)C3N2C)o1 (stereo not drawn),-15%,4%,0%,-7%,?,0.0%,-13%,6%[57.1 µM],35%[activator]
O=C(c1cc2ccccc2o1)N1CCN(C/C=C/c2ccccc2)CC1,-1%,-4%,3%,0%,?,-0.3%,-11%,?,-17%
COc1ccccc1-c1cc(C(=O)Nc2ccccc2SC)no1,4%,7%,0%,1%,24%,0.3%,5%,46%[activator],-19%
O=C(COc1ccc(S(=O)(=O)N2CCOCC2)cc1)NCCc1ccccc1,11%,-7%,1%,?,8%[57.1 µM],0.2%,-24%,3%[57.1 µM],3%
Cc1ccsc1C(=O)N1CCN(S(=O)(=O)c2cccc(F)c2)CC1,-7%,7%,1%,9%,10%,0.1%,-7%,-6%[57.1 µM],-5%
C=Cc1ncc(OC)c2c1[nH]c1ccccc12,2%,-3%,?,3%,-17%[57.1 µM],0.8%,-22%,24%[57.1 µM],12%
Cc1noc(/C=C/c2ccco2)c1S(=O)(=O)N1CCC(C(=O)Nc2ccc(F)c(Cl)c2)CC1,-10%,5%,0%,-1%,-8%,2.5%,6%,-8%,?
Cc1ccc2nc(N(CCN(C)C)C(=O)c3cc(Cl)sc3Cl)sc2c1,-22%,4%,-2%,2%,-12%,-0.6%,-19%,-6%,-17%
Cc1ccc(N2CC(C(=O)NCc3cccs3)CC2=O)cc1C (stereo not drawn),15%,6%,5%,-1%,10%,0.9%,-21%,1%,169%[activator]
CCn1c(SCc2nc3ccccc3[nH]2)nnc1-c1ccc(OC)cc1,3%,5%,2%,6%,13%,-0.4%,-17%,9%,28%
CC(=O)Nc1ccc(NC(=O)CSc2ccc([N+](=O)[O-])cn2)cc1,3%,-3%,-1%,-3%,-2%,0.0%,-17%,-10%,-25%
Cc1ccc(/C=C/C(=O)N2CC(=O)Nc3ccccc32)o1,-17%,-8%,0%,8%,79µM*,-1.8%,-5%,-10%,-25%
O=S(=O)(c1ccc(F)cc1)N(Cc1nc(-c2ccc(Cl)cc2)no1)C1CCCCC1,10%,-5%,-1%,14%,21%,-0.2%,-21%,-1%,-5%
Cc1sc2nc(CN(Cc3ccccc3)C(=O)NC3CCCCC3)[nH]c(=O)c2c1C,-14%,-1%,0%,-6%,28%,·,-15%,0%,4%
O=C(c1ccncc1)N1N=C(C2CCCCC2)CC1(O)C(F)(F)F (stereo not drawn),-4%,6%,-2%,6%,20%[57.1 µM],1.1%,?,2%[57.1 µM],43%[activator]
O=C(NCc1ccccn1)Nc1ccccc1,-10%,-3%,-1%,-5%,-4%[11.4 µM],-0.2%,-12%,-2%[11.4 µM],0%
CCOC(=O)c1cc(CC)sc1NC(=O)Cc1ccccc1,-13%,11%,-8%,-9%,-4%,-0.1%,-17%,-2%,-20%
Cc1ccc(-n2nnc(-c3nsc(NC(=O)c4ccccc4C)n3)c2C)cc1Cl,-25%,4%,-5%,-1%,18%[57.1 µM],13%,-23%,3%[57.1 µM],-26%
CCOc1cc(NC(=O)Nc2ccccc2)c(OCC)cc1NC(=O)CC,-6%,-6%,0%,-20%,17%,-0.6%,-20%,-1%,11%
O=C(O)CCCNC(=O)CC1S/C(=N/N=C/c2ccccc2O)NC1=O (stereo not drawn),16%,4%,0%,10%,-2%,5.3%,-17%,-9%,0%
O=C(COc1ccc(Br)cc1)Nc1ccc(C(=O)Nc2ccccc2C(=O)O)cc1,5%,6%,-1%,7%,6%[57.1 µM],-1.2%,-21%,-7%,-11%
CCC(C)[C@H]1CNC(=O)C(=O)N1CCCc1cc(OC)c(OC)c(OC)c1 (stereo partly drawn),-2%,2%,1%,5%,8%[57.1 µM],-1.2%,?,-1%,-7%
O=C(C[n+]1ccc2ccccc2c1)c1cccc2ccccc12,-3%,8%,0%,1%,1%,-1.8%,-10%,3%,?

Full records from above. Values in the order: RGS4 inh	mIDH1 inhibitor	Vif-A3G inh	Vif-APOBEC3F blk	TrxR1 inh	RXFP1 ag	USP1-UAF1 inh	TrxR1 substrate	ALOX12 inh
O=C(O)CCCNC(=O)CC1S/C(=N/N=C/c2ccccc2O)NC1=O (stereo not drawn) across the screens: 16%	4%	0%	10%	-2%	5.3%	-17%	-9%	0%
CC(=O)Nc1ccc(NC(=O)CSc2ccc([N+](=O)[O-])cn2)cc1 across the screens: 3%	-3%	-1%	-3%	-2%	0.0%	-17%	-10%	-25%

The listing picks up, repeating the 4 entries before the break.
Field names: A = RGS4 inh; B = mIDH1 inhibitor; C = Vif-A3G inh; D = Vif-APOBEC3F blk; E = TrxR1 inh; F = RXFP1 ag; G = USP1-UAF1 inh; H = TrxR1 substrate; I = ALOX12 inh
O=C(O)CCCNC(=O)CC1S/C(=N/N=C/c2ccccc2O)NC1=O (stereo not drawn)
  A: 16%; B: 4%; C: 0%; D: 10%; E: -2%; F: 5.3%; G: -17%; H: -9%; I: 0%

O=C(COc1ccc(Br)cc1)Nc1ccc(C(=O)Nc2ccccc2C(=O)O)cc1
  A: 5%; B: 6%; C: -1%; D: 7%; E: 6%[57.1 µM]; F: -1.2%; G: -21%; H: -7%; I: -11%

CCC(C)[C@H]1CNC(=O)C(=O)N1CCCc1cc(OC)c(OC)c(OC)c1 (stereo partly drawn)
  A: -2%; B: 2%; C: 1%; D: 5%; E: 8%[57.1 µM]; F: -1.2%; G: ?; H: -1%; I: -7%

O=C(C[n+]1ccc2ccccc2c1)c1cccc2ccccc12
  A: -3%; B: 8%; C: 0%; D: 1%; E: 1%; F: -1.8%; G: -10%; H: 3%; I: ?

COC(=O)c1ccc(CNC(=O)Cn2cnc3c(OCc4ccccc4)ncnc32)cc1
  A: -14%; B: 27%; C: 1%; D: 1%; E: 24%; F: ·; G: -24%; H: 5%; I: 4%

CCc1ccc(NC(=O)C(NS(=O)(=O)c2ccc3c(c2)CCN3C(C)=O)C(C)C)cc1 (stereo not drawn)
  A: 10%; B: 6%; C: 0%; D: -1%; E: 12%; F: -0.1%; G: 1%; H: -2%; I: -21%

CCc1ccc(N(C(=O)c2snc(C(N)=O)c2N)C(C(=O)NC2CCCC2)c2ccncc2)cc1 (stereo not drawn)
  A: 0%; B: -5%; C: -17%; D: -12%; E: 27%[57.1 µM]; F: 2.7%; G: -16%; H: 13%[57.1 µM]; I: -9%

O=S(=O)(N1CCOCC1)N1CCN(c2ccc(F)cc2)CC1
  A: -3%; B: 6%; C: -1%; D: 2%; E: 16%; F: 0.6%; G: ?; H: 12%; I: -25%

Cc1nnc(SCC(=O)N(C(C)C)C(C)C)nc1C
  A: -10%; B: -1%; C: 0%; D: -7%; E: -5%; F: 0.9%; G: -18%; H: 4%; I: 490%[activator]

Cc1ccc(NC(=O)Cn2nnc(C(=O)NCc3ccc(Cl)cc3)c2N)cc1F
  A: 0%; B: 0%; C: 1%; D: 4%; E: 18%; F: -0.2%; G: -14%; H: 1%; I: -16%

O=C(CN1C2CCCC1CC(NC(=O)c1ccco1)C2)Nc1ccccc1C(F)(F)F (stereo not drawn)
  A: -19%; B: -4%; C: 0%; D: ·; E: 2%; F: -3.6%; G: -19%; H: 2%; I: 0%

O=C(NCC1CCCCC1)c1cccnc1Cl
  A: 26%; B: -12%; C: -2%; D: -11%; E: 19%; F: 3.1%; G: -8%; H: 1%; I: 13%

O=C(CCCN1C(=O)/C(=C\c2cccs2)SC1=S)Nc1cccnc1
  A: -16%; B: -8%; C: -4%; D: 1%; E: -13%; F: 1.0%; G: -5%; H: -9%; I: -28%

COc1ccc(/C(N)=N/OC(=O)Oc2ccccc2)cc1OC
  A: ?; B: 3%; C: 1%; D: 10%; E: -17%; F: 0.8%; G: 4%; H: -10%; I: -22%

Cc1cccc(N2C(=O)CSC23C(=O)N(Cc2cccc(C(F)(F)F)c2)c2ccccc23)c1 (stereo not drawn)
  A: -31%; B: -10%; C: 3%; D: 2%; E: 8%; F: 2.6%; G: -23%; H: -2%; I: -11%

TrxR1 inh, what is marked active above.
Structure | RGS4 inh | Vif-APOBEC3F blk | TrxR1 inh | RXFP1 ag | USP1-UAF1 inh | TrxR1 substrate | ALOX12 inh
Cc1ccc(/C=C/C(=O)N2CC(=O)Nc3ccccc32)o1 | -17% | 8% | 79µM* | -1.8% | -5% | -10% | -25%

The list is partial; rates above refer to the full screens.
